Bioassay records (PubChem)
Cneo AK release – causes C. neoformans cell lysis; adenylate kinase release luminescence, 4 h; normalised: neutral wells 0, clomiphene wells 100; lysis activity, % at 15 µM; actives 0.2% (n = 360,000); AID 651654;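 active means mean lysis activity across replicates of at least 80%, whatever share of replicates individually reach that level; inactive means mean lysis activity below 80%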
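Assay system: log-phase C. neoformans yeast / Quantity: yeast cell density of 5 × 10^6 cells/mL / Medium: fresh YPD growth medium / Compound: single dose / Timing: static 4 h at 37 °C with compound, 1 h detection / Measured by: adenylate kinase release luminescence / Read-out: lysis from increased AK signal / Benchmarks: Clomiphene as positive lysis control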
SIRT5 inh – sirtuin-5 (human) deacylase inhibition. AID 652115. Q9NXA8. inhibition, % at 15 µM. Purified SirT5, succinyl-peptide AMC, trypsin-coupled fluorescence. actives 1.1% (n = 330,000); in the data active means inhibition above about 15%
Target sequence (Q9NXA8 whole entry, looked up): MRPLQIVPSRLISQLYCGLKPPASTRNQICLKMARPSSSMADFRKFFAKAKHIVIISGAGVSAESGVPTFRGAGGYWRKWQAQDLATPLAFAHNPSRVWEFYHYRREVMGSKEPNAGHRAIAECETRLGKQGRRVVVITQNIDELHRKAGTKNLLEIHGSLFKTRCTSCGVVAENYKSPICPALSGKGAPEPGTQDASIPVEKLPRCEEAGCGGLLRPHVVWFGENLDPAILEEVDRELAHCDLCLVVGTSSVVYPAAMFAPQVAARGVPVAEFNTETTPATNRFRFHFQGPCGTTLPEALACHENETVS
C2C12 statin – suppressors of simvastatin-induced myotoxicity in C2C12 myotubes; ATP luminescence, 48 h; scaled: DMSO 0, geranylgeraniol control 100; rescue of ATP level, % at 7.49 µM; actives 0.78% (n = 330,000); AID 602340;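 active means mean ATP rescue above about 67%, or every replicate alone reaching that limit, limit read from the data, passing the limit was not always enough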;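 further: myotubes were challenged with 10 µM simvastatin during compound exposure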
esBAF inh – inhibitors of esBAF chromatin remodeling in mouse ES cells. actives 2% (n = 350,000). Bmi1-luciferase knock-in reporter, 24 h; 100% = twice the neutral-well signal. reporter increase, % at 12.5 µM; in the data active means activation above about 40%;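 further: 0% = median of the plate's neutral control wells and 100% = double that signal; a rise in the Bmi1 reporter signal indicates esBAF inhibition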
ERp5 inh – inhibitors of human ERp5 | Q15084 | ERp5 insulin aggregation, absorbance 650 nm, 90 min | inhibition, % at 9.99 µM | actives 0.05% (n = 350,000) | AID 651711;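 active means mean replicate inhibition above about 25%, with every replicate also reaching it, limit read from the data, passing the limit was not always enough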
Target sequence (Q15084 whole entry, looked up): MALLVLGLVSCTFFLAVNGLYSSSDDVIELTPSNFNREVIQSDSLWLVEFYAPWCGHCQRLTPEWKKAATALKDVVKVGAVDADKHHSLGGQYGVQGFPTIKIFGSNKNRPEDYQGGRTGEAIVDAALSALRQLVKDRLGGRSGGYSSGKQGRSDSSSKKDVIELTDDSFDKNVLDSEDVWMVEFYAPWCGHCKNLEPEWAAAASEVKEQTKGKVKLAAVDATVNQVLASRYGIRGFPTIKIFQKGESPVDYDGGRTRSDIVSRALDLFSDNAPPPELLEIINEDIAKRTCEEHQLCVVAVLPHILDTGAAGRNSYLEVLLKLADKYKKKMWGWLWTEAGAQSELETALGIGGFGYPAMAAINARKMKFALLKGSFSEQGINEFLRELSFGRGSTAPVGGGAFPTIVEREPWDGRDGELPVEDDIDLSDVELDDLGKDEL
ARNT-TACC3 inh – ARNT/TACC3 interaction disruption; actives 0.66% (n = 390,000); AlphaScreen His-ARNT PAS-B/GST-TACC3 binding, luminescence; TACC3 fragment carries E629A point mutation; inhibition, % at 9.99 µM;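 active means mean inhibition of replicates at least 50% and at least half of replicates each reaching 50%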;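 further: 0% = complete ARNT plus TACC3 wells and 100% = ARNT alone without TACC3; many hits fall short of the cut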
miR122 inh – miR-122 inhibition in Huh7 cells; actives 0.3% (n = 340,000); activation (reporter increase), % at 12.5 µM; Huh7 miR-122 Renilla luciferase sensor, 48 h; neutral wells = 0, positive control = 100;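 active means mean replicate activation score at least 90 and every replicate individually at or above 90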;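 further: higher luciferase means less miR-122 activity so hits act as miR-122 inhibitors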
Numbers without * were called inactive; x = not tested or not shown; [ ] = dose if it differs, or a comment. No enrichment for hits, and some 4% of all compounds hit somewhere here.

SMILES | Cneo AK release | SIRT5 inh | C2C12 statin | esBAF inh | ERp5 inh | ARNT-TACC3 inh | miR122 inh
COc1ccc(C#Cc2cnc3c(c2)C(=O)N([C@@H](C)CO)C[C@H](C)[C@@H](CN(C)CC2CCCC2)O3)cc1 | 1 | 3 | 1 | -1 | -2 | 2 | -13[16.7 µM]
CCC(=O)N(C)C[C@H]1Oc2ncc(C#CC3(O)CCCC3)cc2C(=O)N([C@H](C)CO)C[C@@H]1C | 1 | 1 | 14 | 3 | -2 | 4 | 4[16.7 µM]
O=C(CNC(=O)c1ccc(Br)o1)NCc1ccccc1 | -3 | -1 | -4 | 2 | -4 | -6 | -5
COc1ccc(CCN2CC(C(=O)N(C)CCn3nc(C)cc3C)CCC2=O)cc1 (configuration not stated) | 1 | 0 | -7 | -6 | 5 | 1 | 7
CCn1c(SCC(=O)c2cc(C)ccc2C)nc2cc(S(=O)(=O)N3CCOCC3)ccc21 | -7 | 7 | x | x | 5 | -3 | -3
C[C@@H]1CCCCO[C@H](CN(C)Cc2ccc(C(=O)O)cc2)[C@@H](C)CN([C@@H](C)CO)C(=O)c2cc(NC(=O)Nc3cccc4ccccc34)ccc2O1 | -6 | 4 | x | 1 | 4 | 24 | -2[16.7 µM]
CCCNC(=O)c1ccccc1NS(=O)(=O)c1ccc2c(c1)OCCO2 | 0 | x | x | -1 | x | 1 | 16
COc1cc2c(cc1OC)C(=S)NC1(CCCC1)C2 | 0 | 38* | -1 | -7 | 1 | 6 | -1
CC(C)C#Cc1cnc2c(c1)C(=O)N([C@H](C)CO)C[C@@H](C)[C@@H](CN(C)C(=O)CCN1CCCCC1)O2 | 60 | 0 | 4 | -2 | 1 | 1 | 1[16.7 µM]
CCCC#Cc1ccc([C@H]2[C@@H](CO)N3CCCCN(C(=O)c4ccc5c(c4)OCO5)C[C@H]23)cc1 | 0 | 0 | x | x | 0 | 14 | -14[16.7 µM]
CC(=O)N1CC2([N+](=O)[O-])CN(C(C)=O)CC([N+](=O)[O-])(C1)C2(C)C | x | -3 | x | x | 5 | -2 | x
Cc1ccc(NC(=O)CN(C)CC(=O)Nc2cccc(F)c2)cc1S(=O)(=O)N1CCCCCC1 | 12 | -4 | -1 | -4 | 1 | 3 | 0
COc1ccc(NC(=O)c2ccc(NC3=NC4CS(=O)(=O)CC4S3)cc2)cc1 (configuration not stated) | -1 | -7 | -3 | -1 | 1 | 0 | -1
Cc1ccc(S(=O)(=O)N2CCN(CC(O)c3ccccc3)CC2)cc1 (configuration not stated) | 28 | -3 | 0 | -1 | 2 | 1 | -6
Cc1cccc(N/N=C/c2ccc(C)s2)c1 | -1 | 0 | 1 | 74* | 1 | 21 | 8
CO[C@@H](C(=O)N(C)C[C@H]1OCc2ccccc2-c2c(n(C)c3ccccc23)C(=O)N([C@H](C)CO)C[C@@H]1C)c1ccccc1 | -2 | 1 | x | 3 | 1 | 4 | x
Cc1ccccc1NC(=O)NNC(=O)COc1ccc2ccccc2c1 | -1 | 0 | x | x | 4 | 1 | x
CCOC(=O)C1CCCN(C(=O)C(CCSC)NC(=O)COc2ccccc2)C1 (configuration not stated) | 5 | 2 | 5 | -1 | -2 | -5 | 1
Cc1ccc(N(CC(=O)N/N=C/c2cc(C)n(-c3ccccc3)c2C)S(C)(=O)=O)c(C)c1 | -2 | x | -4 | 6 | x | 1 | -1
O=C(O)C1CCN(c2ccc(S(=O)(=O)N3CCC(C(=O)O)CC3)cc2[N+](=O)[O-])CC1 | 2 | 2 | 1 | -9 | 0 | -1 | -1
CC(C)(C)c1ccc(C(=O)OCc2c(-c3ccccc3)ncc3ccccc23)cc1 | -1 | 0 | -1 | -12 | -4 | 6 | -8
S=C(NCC1CCCO1)Nc1ccccc1 (configuration not stated) | -3 | -2 | 7 | -3 | -6 | 0 | 0
COC(=O)c1ccc(Cn2nnc3c(=O)[nH]c(C4CCN(S(=O)(=O)c5cc(C)ccc5C)CC4)nc32)cc1 | 0 | -1 | 16 | -2 | 2 | 4 | x
CCCCc1c(C)c2ccc(OC)c(/C(C)=N\O)c2oc1=O | x | x | 1 | 2 | x | -5 | 2

Profiles as entered above. Values in the order: Cneo AK release	SIRT5 inh	C2C12 statin	esBAF inh	ERp5 inh	ARNT-TACC3 inh	miR122 inh
O=C(O)C1CCN(c2ccc(S(=O)(=O)N3CCC(C(=O)O)CC3)cc2[N+](=O)[O-])CC1 reads 2	2	1	-9	0	-1	-1
Cc1cccc(N/N=C/c2ccc(C)s2)c1 reads -1	0	1	74*	1	21	8

A second format for some results above:
Each structure is followed by: Cneo AK release | SIRT5 inh | C2C12 statin | esBAF inh | ERp5 inh | ARNT-TACC3 inh | miR122 inh
CC(C)C#Cc1cnc2c(c1)C(=O)N([C@H](C)CO)C[C@@H](C)[C@@H](CN(C)C(=O)CCN1CCCCC1)O2
→ 60 | 0 | 4 | -2 | 1 | 1 | 1[16.7 µM]
CCCC#Cc1ccc([C@H]2[C@@H](CO)N3CCCCN(C(=O)c4ccc5c(c4)OCO5)C[C@H]23)cc1
→ 0 | 0 | x | x | 0 | 14 | -14[16.7 µM]
CC(=O)N1CC2([N+](=O)[O-])CN(C(C)=O)CC([N+](=O)[O-])(C1)C2(C)C
→ x | -3 | x | x | 5 | -2 | x
Cc1ccc(NC(=O)CN(C)CC(=O)Nc2cccc(F)c2)cc1S(=O)(=O)N1CCCCCC1
→ 12 | -4 | -1 | -4 | 1 | 3 | 0
COc1ccc(NC(=O)c2ccc(NC3=NC4CS(=O)(=O)CC4S3)cc2)cc1 (configuration not stated)
→ -1 | -7 | -3 | -1 | 1 | 0 | -1
Cc1ccc(S(=O)(=O)N2CCN(CC(O)c3ccccc3)CC2)cc1 (configuration not stated)
→ 28 | -3 | 0 | -1 | 2 | 1 | -6
Cc1cccc(N/N=C/c2ccc(C)s2)c1
→ -1 | 0 | 1 | 74* | 1 | 21 | 8
CO[C@@H](C(=O)N(C)C[C@H]1OCc2ccccc2-c2c(n(C)c3ccccc23)C(=O)N([C@H](C)CO)C[C@@H]1C)c1ccccc1
→ -2 | 1 | x | 3 | 1 | 4 | x
Cc1ccccc1NC(=O)NNC(=O)COc1ccc2ccccc2c1
→ -1 | 0 | x | x | 4 | 1 | x
CCOC(=O)C1CCCN(C(=O)C(CCSC)NC(=O)COc2ccccc2)C1 (configuration not stated)
→ 5 | 2 | 5 | -1 | -2 | -5 | 1
Cc1ccc(N(CC(=O)N/N=C/c2cc(C)n(-c3ccccc3)c2C)S(C)(=O)=O)c(C)c1
→ -2 | x | -4 | 6 | x | 1 | -1
O=C(O)C1CCN(c2ccc(S(=O)(=O)N3CCC(C(=O)O)CC3)cc2[N+](=O)[O-])CC1
→ 2 | 2 | 1 | -9 | 0 | -1 | -1
CC(C)(C)c1ccc(C(=O)OCc2c(-c3ccccc3)ncc3ccccc23)cc1
→ -1 | 0 | -1 | -12 | -4 | 6 | -8

The listing continues.
SMILES | Cneo AK release | SIRT5 inh | C2C12 statin | esBAF inh | ERp5 inh | ARNT-TACC3 inh | miR122 inh
O=C(C[C@H]1C=C[C@H](NC(=O)c2ccc(F)cc2)[C@H](CO)O1)NCCc1ccncc1 | 2 | 4 | -3 | 0 | -1 | -3 | x
COC(=O)c1ccccc1S(=O)(=O)N1CCC(C(=O)OC(C)C(=O)N(C)Cc2ccccc2)CC1 (configuration not stated) | 0 | 1 | -2 | -3 | 8 | 2 | 1
Cc1ccc(C)c(S(=O)(=O)NC2CCSC2=O)c1 (configuration not stated) | 0 | -1 | 3 | x | 7 | 0 | 9
CN(C)C(=O)c1cc(S(=O)(=O)N(C)C)c(Cl)cc1N1CCCC1 | -1 | x | 25 | 1 | x | -2 | 0
COc1ccccc1NC(=O)N(C)C[C@H]1OCc2ccccc2-c2ccccc2C(=O)N([C@H](C)CO)C[C@H]1C | x | x | 20 | -3 | 0 | x | x
CCC(C)NC(=O)c1ccccc1NC(=O)C(C)N(c1ccccc1)S(C)(=O)=O (configuration not stated) | -1 | 1 | 5 | 0 | -4 | 0 | x
Cc1ccccc1NC(=O)Cc1nc(COC(=O)C(C)(C)Oc2ccc(Cl)cc2)cs1 | -1 | 0 | 13 | -1 | -7 | x | 2
COc1ccc(CCNC(=O)CN2C(=O)NC3(CCc4ccccc43)C2=O)cc1 (configuration not stated) | -1 | -1 | 7 | 8 | 0 | x | -2
COC(=O)CCCCC1SCC(NC(=O)OC)C1NC(=O)OC (configuration not stated) | 1 | x | x | -10 | x | 1 | 1
COC(=O)CSc1nnc(-c2ccc(S(=O)(=O)NCc3cccs3)cc2)o1 | 1 | x | 2 | -3 | x | -2 | -9
CC1CCCCC1NC(=O)CSc1nncn1N (configuration not stated) | x | 2 | 7 | -4 | 1 | -9 | -4
CC(C)Cn1c(CN(C)Cc2ccccc2)nc2c1c(=O)n(C)c(=O)n2C | 11 | 0 | -7 | 2 | 2 | -12 | x
O=C(COC(=O)c1cccs1)Nc1nnc(-c2ccccc2)o1 | x | -2 | -4 | -3 | -1 | 61* | x
COc1ccccc1N1CCN(C2CCCN(C(=O)CCc3cnccn3)C2)CC1 (configuration not stated) | 2 | -2 | -1 | 5 | 2 | -9 | -6
CCC(=O)N1c2ccc(S(=O)(=O)NCc3ccco3)cc2CC1C (configuration not stated) | -2 | 1 | 4 | 6 | 0 | 1 | 10
Cc1cccc(C=Nc2ccc3c(c2)oc2ccccc23)c1O | 3 | -4 | x | x | -5 | 6 | 0
Cc1ccc(S(=O)(=O)N(C)C[C@H]2OCc3cnnn3CCCC(=O)N([C@H](C)CO)C[C@@H]2C)cc1 | x | x | 9 | -1 | x | x | -8[16.7 µM]
COc1ccccc1CNC(=O)CCS(=O)(=O)c1ccc2c(c1)CCCN2C(C)=O | -1 | x | -7 | -6 | x | -3 | -1
C[C@H]1CN([C@@H](C)CO)C(=O)Cc2cc(NC(=O)NC3CCCCC3)ccc2O[C@H]1CN(C)C(=O)Nc1ccc(F)cc1 | -2 | 0 | 5 | 1 | 6 | 3 | -3[16.7 µM]
CC1(C)CC(=O)C=C(NCCc2ccccc2)C1 | 3 | 0 | 7 | -8 | 0 | 4 | 2
CNc1cncc(-c2ccc(S(C)(=O)=O)cc2)n1 | 0 | -38 | 19 | 9 | 1 | x | -10
O=C(OCC(=O)N1CCc2ccccc21)c1n[nH]c(=O)c2ccccc12 | 2 | 0 | 4 | -3 | 3 | 3 | 1
Cc1cccc(CCNC(=O)CCCOc2cc(=O)n(C)c3ccccc23)c1 | x | -1 | x | x | 2 | 3 | x
Cc1cc(/C=N/NC(=O)C(=O)N2CCCC2)c(C)n1-c1cccc(Br)c1 | 3 | x | 9 | -21 | x | 8 | x
O=C(O)CC(Cc1ccccc1)C(=O)NCC12CC3CC(CC(C3)C1)C2 (configuration not stated) | x | 1 | -4 | 1 | -4 | 2 | 0
Cc1ccc2oc(=O)c3cc(C(=O)NCCCN4CCCC(C)C4)sc3c2c1 (configuration not stated) | 3 | 0 | -18 | 3 | 1 | -6 | x
COc1ccc(C2(c3ccc(OC)cc3)NC(=O)N(CC(=O)Nc3ccc(C(N)=O)cc3)C2=O)cc1 | 0 | 1 | 54 | 0 | 5 | 2 | -2
CN(CC(=O)Nc1ccc(F)cc1)C(=O)CSc1ccc2c(c1)OCCO2 | 2 | -1 | 27 | 1 | -7 | -17 | x
O=C1OC(c2cccs2)=N/C1=C\c1ccc(-c2ccccc2Cl)o1 | 0 | 6 | 18 | 16 | 0 | 10 | 4
CCOC(=O)Cc1cc(=O)n2[nH]c(C)c(C#N)c2n1 | 1 | x | 8 | 3 | x | -1 | -5
CCSc1nnc(SCC(=O)N2CCN(C(=O)c3ccco3)CC2)s1 | -2 | 0 | 5 | -3 | 2 | -5 | 0
COc1ccc(/C=N/NC(=O)c2cccc3ccccc23)c(OC)c1OC | -1 | -1 | x | x | 0 | x | 2
COCc1nnc(NC(=O)C2CCN(C(=O)c3ccco3)CC2)s1 | -4 | -4 | 14 | 0 | 1 | -3 | x
Cc1ccccc1Cn1cc(S(=O)(=O)CC(=O)N2CCCCC2)c2ccccc21 | 2 | x | 14 | 0 | x | -5 | 1
C/C(=C\COc1cc(=O)[nH]c2ccccc12)CCC(O)C(C)(C)O (configuration not stated) | -1 | x | -8 | 7 | -3 | x | 1
Cc1noc(C)c1NC(=O)N(C)C[C@@H]1Oc2ccc(NC(=O)c3ccncc3)cc2CC(=O)N([C@H](C)CO)C[C@H]1C | 2 | -4 | 4 | 0 | 13 | -11 | 0[16.7 µM]
